SENP1 FRET inh – blocks the human SENP1 SUMO protease catalytic domain | Q9P0U3 | recombinant SENP1 catalytic domain, CyPet-SUMO1-YPet FRET cleavage | inhibition, % at 10 µM | 0.21% of 360,000 active;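 active = inhibition at least 30% at 10 µM, raw YFP signal under a set limit, fluorescence ratio 0.5 to 1.5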;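 also: 0% = enzyme with DMSO and 100% = no enzyme wells; some results filed as inactive read as strong as hits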
Target sequence (Q9P0U3 419-644 limits assumed): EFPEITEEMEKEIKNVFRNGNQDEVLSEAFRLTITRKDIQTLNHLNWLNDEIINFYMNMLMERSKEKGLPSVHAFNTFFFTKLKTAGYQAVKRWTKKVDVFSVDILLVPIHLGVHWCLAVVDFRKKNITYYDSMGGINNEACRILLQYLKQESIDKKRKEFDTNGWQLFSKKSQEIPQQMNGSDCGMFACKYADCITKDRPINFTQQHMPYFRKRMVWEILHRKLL
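Test system: recombinant human SENP1 catalytic domain, His6-tagged / Medium: pH 8 Tris buffer with EDTA, NaCl, BME, BSA, NP40, catalase / Also added: SUMO1 FRET substrate flanked by Cypet and Ypet, 25 nM / Times: 50 min reaction at room temperature / Signal: FRET, CFP and YFP emission / Control set: no-enzyme low control and enzyme-plus-DMSO high control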
SENP8 block – SENP8 (human) protease inhibition; recombinant SENP8, Nedd8 substrate fluorescence; inhibition, % at 20 µM; 0.64% of 360,000 active; AID 602440; in the data active = inhibition mostly above about 40%, no sharp cut-off; inactive = mostly below about 27%
Target sequence (Q96LD8 whole entry, looked up): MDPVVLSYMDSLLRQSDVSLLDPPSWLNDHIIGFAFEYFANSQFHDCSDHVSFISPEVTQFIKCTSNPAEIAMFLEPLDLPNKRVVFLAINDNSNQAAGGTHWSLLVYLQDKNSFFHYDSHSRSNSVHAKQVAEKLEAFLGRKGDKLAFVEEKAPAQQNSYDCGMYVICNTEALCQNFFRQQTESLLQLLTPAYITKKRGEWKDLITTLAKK
The depositor's hits bear a star; i = inactive.

Fields – SENP8 block	SENP1 FRET inh
- CC(=O)Nc1cccc(-c2ccnc3c2CC(C(=O)NC(C)C)O3)c1 (configuration not stated)
→ 16	-6
- CCOC(=O)Nc1cc2c(c(N)n1)N=C(c1ccccc1)CN2
→ 9	-25
- Cc1ccc(C)n1-c1ccc(C(=O)N2CCC(C(N)=O)CC2)cc1
→ 9	-8
- COc1ccccc1CNc1nc(Nc2ccccc2OC)c2sccc2n1
→ -151	0
- CC(C)CC1C(=O)N(Cc2cn(Cc3ccco3)nn2)CCS(=O)(=O)N1Cc1ccc(-c2ccc(F)cc2)cc1 (configuration not stated)
→ -2	-4
- CC(C)(C)OC(=O)C(C1NC(C(=O)O)C(C)(C)S1)N1C(=O)c2ccccc2C1=O (configuration not stated)
→ 7	4
- CCCCC(CC)c1nnc(NC(=O)c2cccs2)s1 (configuration not stated)
→ 11	1
- CCCCC[C@H](C)N1C[C@H](COCc2ccccc2)Oc2cc(N3CCC[C@H]3C(N)=O)ccc2S1(=O)=O
→ 12	1
- Cc1nc2c(cnn2CCO)c(=O)[nH]1
→ 14	1
- CC1CCN(S(=O)(=O)c2ccc3c(c2)C(Cl)(Cl)C(=O)N3)CC1
→ 12	-1
- CCc1c(-c2ccc(F)cc2)ncn1Cc1cccc(-c2ccccc2)c1
→ 11	3
- COc1cc2cc(C(=O)NCCc3c[nH]c4ccccc34)c(N)nc2cc1OC
→ -312	51
- COc1cc(CCC(=O)N2CCN(c3ccccc3Cl)CC2)cc(OC)c1OC
→ 5	0
- O=C(CN(CCO)Cc1ccccc1)N1CCN(S(=O)(=O)c2ccccc2)CC1
→ 9	2
- COC(=O)c1cccc(CN2C(=O)C(C)Sc3ccc(C(C)=O)cc32)c1 (configuration not stated)
→ -4	1
- Clc1ccc(-c2cn(-c3nc4ccccc4s3)nn2)cc1
→ -14	-1
- Cc1cccc(C(O)c2ncc(-c3ccccc3Cl)[nH]2)c1C (configuration not stated)
→ 6	3
- CCCN(CCC)Cc1cc(=O)oc2cc(OC)c(Cl)cc12
→ -232	-3
- CCc1nnc(NS(=O)(=O)c2ccc(NC(=O)c3ccc([N+](=O)[O-])s3)cc2)s1
→ 32	0
- COc1cc(-c2cnc3c(NC=O)cc(-c4cccnc4)cn23)cc(OC)c1OC
→ -186	-6

Structures listed so far containing fluorine, in the order listed:
Fields – SENP8 block	SENP1 FRET inh
- CC(C)CC1C(=O)N(Cc2cn(Cc3ccco3)nn2)CCS(=O)(=O)N1Cc1ccc(-c2ccc(F)cc2)cc1 (configuration not stated)
→ -2	-4
- CCc1c(-c2ccc(F)cc2)ncn1Cc1cccc(-c2ccccc2)c1
→ 11	3

(next part)
Fields – SENP8 block	SENP1 FRET inh
- NC(COCc1ccccc1)c1csc(Nc2ccccn2)n1 (configuration not stated)
→ -7	-3
- O=C(N=Nc1c(O)[nH]c2ccccc12)Nc1ccccc1
→ 15	2
- COc1ccc(NC(=O)c2cccc(S(=O)(=O)N3CCc4ccccc43)c2)c(OC)c1
→ 9	1
- CC(C)(C)OC(=O)N(Cc1ccccc1)Cc1ccc(OCc2cccc(NC(=O)c3ccccc3)c2)cc1
→ -1	-1
- COC(=O)c1ccc(-n2nnnc2SCC(=O)Nc2ccccc2C(=O)OC)cc1
→ 4	-2
- C=CCN(CC=C)Cc1cc(=O)oc2cc(C)c(Cl)cc12
→ 16	-1
- COc1cc(Cn2c3ccc(NC(=O)CC(C)C(F)(F)F)cc3c(=O)n2C)ccc1F (configuration not stated)
→ i	31*
- COc1ccc(CC(N)c2csc(Nc3cccc(OC)n3)n2)cc1 (configuration not stated)
→ -8	-5
- COC(=O)[C@H]1C[C@@]2(O)CN(S(=O)(=O)c3ccc(C)cc3)C[C@@]2(OC(=O)NCc2ccccc2)C[C@H]1C(=O)OC
→ -4	1
- CC(=O)c1cccc(NC(=O)C2Cc3c(-c4ccccc4Oc4ccccc4)ccnc3O2)c1 (configuration not stated)
→ 4	0
- CCc1nc2c(OCc3ccc(OC)cc3)cccn2c1N(C)C(=O)c1ccc(OC)cc1
→ 16	1
- O=C(/C=C1\OCc2cc(OCc3ccccc3)ccc21)OCc1ccccc1
→ 5	9
- CC(=O)Nc1cccc(-c2ccnc3c2CC(C)(C(=O)NCCC(F)(F)F)O3)c1 (configuration not stated)
→ 8	3
- COc1cc(C=C2Cc3ccccc3C2=O)cc(OC)c1OC
→ -401	-1
- CCCN1CCC(C(=O)NC(c2ccc(F)cc2)c2ncccc2C)CC1 (configuration not stated)
→ -5	-11
- CN1OC[C@@H]2CN[C@H](c3cccc(Oc4ccccc4)c3)C[C@@H]21
→ -15	-5
- O=C(NC(c1cccnc1)c1ccc2c(c1)OCO2)C1CCN(CCOc2ccc(Cl)cc2Cl)CC1 (configuration not stated)
→ 10	0
- O=C1NC(=O)C2(CCCC2C(=O)O)N1 (configuration not stated)
→ 9	-2
- O=C(Nc1cccc(Oc2ccccc2)c1)c1ccc(-n2cncn2)c2ccoc12
→ -6	-1
- CCOC(=O)CC(S(=O)(=O)c1ccccc1)S(=O)(=O)c1ccccc1
→ 20	0
- Cc1cc(C)c2nc(Nc3nc(CSc4nc5ccccc5[nH]4)cc(=O)[nH]3)nc(C)c2c1
→ -17	0
- S=C1SCCCN1Cc1ccc(Cl)cc1
→ 17	5
- Cc1ccc(S(=O)(=O)N2CCN(C(=O)COC(=O)/C=C/c3ccc(OC(F)F)cc3)CC2)cc1
→ 7	2
- O=c1cc(-c2ccccc2)[nH]n1-c1ccccc1
→ -216	-1
- CC(C)C1C(=O)N(Cc2cn(CCC3OCCCO3)nn2)CCS(=O)(=O)N1Cc1ccc(-c2ccc(F)nc2)cc1 (configuration not stated)
→ 0	-5
- CCCCCCCCN1C(=O)[C@H](CC(=O)NCCCC)C[C@@]2(C(=O)OC)CCCCC=C12
→ 10	1
- O=C(O)CC(C(=O)O)C(c1ccccc1)c1ccccc1 (configuration not stated)
→ 11	0
- O=C(Cn1cnc([N+](=O)[O-])c1)Nc1ccc(Cl)cc1Cl
→ 3	1
- Cc1ccc(Cn2cc(CN3CC(N4CCSCC4)CS3(=O)=O)nn2)cc1 (configuration not stated)
→ 15	0
- CCN(CC)C(=O)c1csc([C@H]2C[C@H](O)[C@@H](CO)O2)n1
→ 10	0
- C[C@@H]1CN([C@H](C)CO)C(=O)c2c(c3ccccc3n2C)-c2ccccc2CO[C@H]1CN(C)C(=O)NC1CCCCC1
→ -11	-1
- CC(=O)OCC1(O)CC23CCC4c5ccoc5CCC4(C)C2CCC1C3 (configuration not stated)
→ 16	3
- CCN(CC)S(=O)(=O)c1ccc(N2CC(C(=O)Nc3cccc(C(=O)NC4CC4)c3)CC2=O)cc1 (configuration not stated)
→ -2	0
- COC(=O)c1ccc(N2CCOCC2)c(NC(=O)c2cc3ccccc3o2)c1
→ 8	-4
- CCN(CC)c1nc(NNC(=O)c2ccccc2)nc(N(CC)CC)n1
→ 11	2
- C=CCOc1ccc(C=CC(=O)c2c(O)c(OC)c(OC)c(OC)c2OC)cc1
→ 23	1
- COC1C(OC(=O)/C=C/C=C/C=C/C=C/C(=O)O)CCC2(CO2)C1C1(C)OC1CC=C(C)C (configuration not stated) (tested in a mixture with another compound)
→ -31	-4
- CC(CNCCCn1ccc(NC(=O)OCc2ccccc2)nc1=O)c1ccccc1 (configuration not stated)
→ 6	-1
- C=CCC[C@@H](CCCCC)OC(=O)/C=C/[C@@H](O)[C@H](O)C[C@@H](O)CC=C
→ 26	-1
- C#CCOCCOCCOCCNc1nc(N2CCN(C(=O)CCCCCCCCCCNC(=O)[C@H](CCCCN)n3cc(C[C@@H](C)CC)nn3)CC2)nc(N2CCN(C(=O)CCCCCCCCCCNC(=O)[C@H](CCCCN)n3cc(C[C@@H](C)CC)nn3)CC2)n1
→ 12	-5
- COc1ccc(C(=O)N2CCC(C)(C(=O)NS(=O)(=O)C3CC3)C2)cc1F (configuration not stated)
→ 23	3
- CC(=O)Nc1cc(-c2cccc(N)c2)cn2c(-c3ccccc3)cnc12
→ -169	-1
- CCOC(=O)c1c(-c2cccc([N+](=O)[O-])c2)csc1NC(=O)CCCOc1ccccc1OC
→ 45*	1
- C[C@H](c1ccccc1)N1C[C@@H](COCc2ccccc2)Oc2cc(N3CCC[C@@H]3CO)ccc2S1(=O)=O
→ -7	-6
- COc1ccc(-c2csc(C(O)c3cccnc3)n2)cn1 (configuration not stated)
→ 7	0
- Cc1cccc(NC(=O)COc2cccc3c2CCNC3=O)c1
→ -1	0
- Cc1c[n+]([O-])cc(C)c1[N+](=O)[O-]
→ 8	2
- COc1cc(C(=O)CCc2ccc3c(c2)OCO3)cc(OC)c1OC
→ 12	1
- CCN(CC)CCN(C)C(=O)c1[nH]c(C(F)(F)F)nc1-c1ccccc1
→ 22	2
- CCOC(=O)C1CCCN(C(=O)c2ccccc2)CC1 (configuration not stated)
→ 21	2
- CCOC1=C2[C@H](c3ccc(C)cc3)N(S(=O)(=O)c3ccc(C)cc3)C[C@H]2n2c(=O)n(-c3ccccc3)c(=O)n2C1
→ 6	3
- CCCCCCCCCc1conc1C(=O)/C=C/c1ccco1
→ 18	1
- S=C(Nc1ccccc1)Nc1ccccn1
→ 11	2
- CCN(CC(=O)Nc1ccc2c(c1)OCCO2)C(=O)/C=C/c1cc(Br)ccc1OC
→ -13	2
- COc1ccc(-c2c3c([nH]c(=S)c2C#N)CCC3)cc1
→ -36	-6
- CCCNC(=O)c1c(O)c2cccc3c2n(c1=O)CCC3
→ -26	1
- FC(F)(F)c1cnc(NNC(=S)Nc2ccccc2)c(Cl)c1
→ -31	-5
- CCCCC[C@H](C)N1C[C@H](COCc2ccccc2)Oc2cc(N3CCC[C@H]3CO)ccc2S1(=O)=O
→ 2	-1
- COc1ccc(C(=O)N2CCC2(C)C(=O)NC(C)C)cc1OC (configuration not stated)
→ 13	-2
- COc1ccc(CN(C)C[C@@H]2OCCCC[C@H](C)Oc3ccc(NC(=O)Cc4ccccc4)cc3C(=O)N([C@@H](C)CO)C[C@@H]2C)cc1
→ -2	2

Overlap with the part before: 3 entries; new compounds follow.
Fields – SENP8 block	SENP1 FRET inh
- CCCCC[C@H](C)N1C[C@H](COCc2ccccc2)Oc2cc(N3CCC[C@H]3CO)ccc2S1(=O)=O
→ 2	-1
- COc1ccc(C(=O)N2CCC2(C)C(=O)NC(C)C)cc1OC (configuration not stated)
→ 13	-2
- COc1ccc(CN(C)C[C@@H]2OCCCC[C@H](C)Oc3ccc(NC(=O)Cc4ccccc4)cc3C(=O)N([C@@H](C)CO)C[C@@H]2C)cc1
→ -2	2
- CC(C)(C)c1ccc(S(=O)(=O)NC(=O)C2(C)CCN2C(=O)CC2CCCC2)cc1 (configuration not stated)
→ 16	2
- CCc1nc2ccc(C(=O)N(C)CCCN(C)C)cn2c1N(C)Cc1cc2ccccc2s1
→ 16	1
- COc1ccc(S(=O)(=O)N2CCOCC2)cc1NC(=O)Cc1ccc(F)cc1
→ 14	2
- CNC[C@H]1OCc2ccccc2-c2ccccc2C(=O)N([C@H](C)CO)C[C@H]1C
→ 13	0
- C=C(C)Cn1c2ccc(NC(=S)NCc3ccccc3F)cc2c(=O)n1C
→ -487	-3
- O=C1NC[C@H](Cc2ccccc2)N(C[C@H]2CCCN2C[C@H](Cc2ccccc2)N2C[C@H](Cc3ccc(O)cc3)N(CCc3ccccc3)C(=O)C2=O)C1=O
→ 10	1
- O=C1CC2(CCCCC2)CC(=O)N1CCc1ccccc1
→ 3	3
- COc1ccccc1N1CCN(c2ccc3c(c2)S(=O)(=O)c2cccc(C(=O)NCc4cccc(F)c4)c2C3=O)CC1
→ 20	14
- C#CCN1CCc2onc(-c3ccc(Br)cc3)c2C1=O
→ 15	0
- Cc1ccc(-c2csc(NC(=O)CSc3nc4ccccc4[nH]3)n2)cc1
→ -10	0
- COc1ccc(CNC(=O)CN(CC2CCCO2)C(=O)CNS(=O)(=O)c2ccc(F)cc2)cc1 (configuration not stated)
→ 18	3
- CCOC1=C2CN(S(=O)(=O)c3ccc(C)cc3)[C@H](c3cccs3)C[C@H]2[C@H]2C(=O)N(c3ccccc3)C(=O)[C@H]2C1
→ 7	2
- CCC(c1nnnn1-c1c(C)cccc1C)N1CCN(CC)CC1 (configuration not stated)
→ -3	0
- COC(=O)c1ccc2nc(-c3ccc(OC)c(OC)c3)c(Cc3ccccc3OC)n2c1
→ -358	-7
- O=C(CC1CCCC1)N1CCN(S(=O)(=O)c2c(F)cccc2F)CC1
→ 14	0
- COc1ccc(-c2ccc(C(=O)NC(C)C)c3occc23)c(C)c1
→ -194	1
- CCC(C(=O)N1CCN(Cc2ccc3c(c2)OCO3)CC1)n1nnc2ccccc2c1=O (configuration not stated)
→ 3	4
- CN1CCN(C2CN(Cc3cn(Cc4ccc(Cl)cc4)nn3)S(=O)(=O)C2)CC1 (configuration not stated)
→ 16	1
- CCOc1ccccc1NC(=O)COC(=O)COc1cccc2c1OC(C)(C)C2
→ 6	1
- COc1ccc(C(NC(=O)C2CCN(CCOc3ccc(Cl)cc3Cl)CC2)c2ccccc2C)cn1 (configuration not stated)
→ 1	1
- Cc1csc(N=Cc2ccc([N+](=O)[O-])o2)n1
→ 30	-9
- CCc1ccccc1OCC(=O)NC1CCCC1
→ 22	1

Some of the entries above in another layout.
> O=C(CC1CCCC1)N1CCN(S(=O)(=O)c2c(F)cccc2F)CC1
  SENP8 block: 14
  SENP1 FRET inh: 0
> COc1ccc(CNC(=O)CN(CC2CCCO2)C(=O)CNS(=O)(=O)c2ccc(F)cc2)cc1 (configuration not stated)
  SENP8 block: 18
  SENP1 FRET inh: 3

Screens (PubChem)

Only part of the results is shown (hit frequency here may not be typical).
